Kir21 inh – inhibitors of mouse Kir2.1 inward-rectifier potassium channel | AID 1672, 2009 | actives 0.85% (n = 310,000) | Inward rectifier potassium channel 2 (Mus musculus), P35561 | HEK293-Kir2.1, FluxOR thallium flux fluorescence; stronger effect = lower value | B-score at 10 µM;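 active means fluorescence ratio B-score at or below minus 3 SD of library scores, with starting-brightness B-score within 2 SD, cut at about -4.2 in these data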;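 further: channel flux triggered by added potassium and thallium sulfate stimulus; B-score of peak minus minimum fluorescence over baseline after thallium stimulus; more negative B-score means stronger Kir2.1 block with less thallium influx; some compounds called inactive have numbers as strong as hits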
Target sequence (P35561 whole entry, looked up): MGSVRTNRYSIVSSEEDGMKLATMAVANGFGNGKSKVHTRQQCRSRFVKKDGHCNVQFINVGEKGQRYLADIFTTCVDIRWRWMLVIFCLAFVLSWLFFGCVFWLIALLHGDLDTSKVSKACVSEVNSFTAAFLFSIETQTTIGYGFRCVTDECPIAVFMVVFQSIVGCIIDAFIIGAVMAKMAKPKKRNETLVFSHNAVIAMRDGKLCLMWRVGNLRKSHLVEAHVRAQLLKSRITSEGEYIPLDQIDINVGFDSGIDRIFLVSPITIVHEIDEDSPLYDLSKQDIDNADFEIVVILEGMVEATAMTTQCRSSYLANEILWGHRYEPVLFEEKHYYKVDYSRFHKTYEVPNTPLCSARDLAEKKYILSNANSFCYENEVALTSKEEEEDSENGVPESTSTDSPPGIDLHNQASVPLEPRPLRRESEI
CHT block – inhibitors of human choline transporter CHT; CHT-expressing cells, membrane potential dye, choline response; stronger effect = lower value; B-score at 10 µM; actives 0.86% (n = 310,000);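 active means B-score over 3 SD under the library average, and starting fluorescence ratio not unusually high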;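 further: choline stimulus applied at its EC90 after an EC20 pre-addition; B-score computed on integrated fluorescence ratio after choline addition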
Target sequence (Q9GZV3 whole entry, looked up): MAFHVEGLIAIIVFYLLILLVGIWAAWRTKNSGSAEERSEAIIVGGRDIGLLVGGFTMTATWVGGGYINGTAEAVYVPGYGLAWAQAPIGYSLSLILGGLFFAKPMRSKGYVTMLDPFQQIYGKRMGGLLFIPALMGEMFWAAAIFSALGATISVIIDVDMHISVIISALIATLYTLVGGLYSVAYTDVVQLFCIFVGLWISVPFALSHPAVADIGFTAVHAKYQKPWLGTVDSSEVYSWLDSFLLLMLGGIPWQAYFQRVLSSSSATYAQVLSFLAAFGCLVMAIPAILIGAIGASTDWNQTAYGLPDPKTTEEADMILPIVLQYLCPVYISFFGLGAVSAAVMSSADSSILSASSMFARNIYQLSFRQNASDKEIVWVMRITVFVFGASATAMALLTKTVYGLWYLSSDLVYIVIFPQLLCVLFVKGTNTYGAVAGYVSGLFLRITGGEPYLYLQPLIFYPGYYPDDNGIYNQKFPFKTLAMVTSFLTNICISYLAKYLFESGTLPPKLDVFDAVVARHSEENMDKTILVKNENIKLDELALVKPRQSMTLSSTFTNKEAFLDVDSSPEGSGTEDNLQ
Numbers without * were called inactive; i = inactive; / = not tested or not shown.

A first look:
Kir21 inh	CHT block	Molecule
1.1	i	CCCCC/C(=N\NC(=O)Nc1ccccc1)c1ccccc1
-1.79	i	Cc1nc(N2CCOCC2)c2oc3ccccc3c2n1
-1.75	i	N#C/C(=C\c1ccc(F)c(F)c1)C(=O)NC1CCCCC1
0.75	i	C/C(=N\Nc1ncc(Cl)cc1Cl)c1ccc(N2CCOCC2)cc1
-0.09	i	CCOc1ccc(NC(=S)NCCCN2CCOCC2)cc1
-2.29	i	Cn1c(=O)c2cc(S(=O)(=O)NCCC(=O)NCCc3ccc(Cl)cc3)ccc2n(C)c1=O

The list itself (from the top)
Kir21 inh	CHT block	Molecule
1.1	i	CCCCC/C(=N\NC(=O)Nc1ccccc1)c1ccccc1
-1.79	i	Cc1nc(N2CCOCC2)c2oc3ccccc3c2n1
-1.75	i	N#C/C(=C\c1ccc(F)c(F)c1)C(=O)NC1CCCCC1
0.75	i	C/C(=N\Nc1ncc(Cl)cc1Cl)c1ccc(N2CCOCC2)cc1
-0.09	i	CCOc1ccc(NC(=S)NCCCN2CCOCC2)cc1
-2.29	i	Cn1c(=O)c2cc(S(=O)(=O)NCCC(=O)NCCc3ccc(Cl)cc3)ccc2n(C)c1=O
0.46	i	Cc1ccc(CN2CCC(N3CC(C)OC(C)C3)CC2)cc1 (stereo not given)
-0.01	i	COc1ccc2oc(C(=O)OCC(=O)N(C)CC(=O)Nc3ccc(F)cc3)c(C)c2c1

(continued)
Kir21 inh	CHT block	Molecule
-0.03	i	Cc1cccc(N2CC(C(=O)Nc3nnc(SCCC4OCCO4)s3)CC2=O)c1 (stereo not given)
-0.81	i	COc1ccccc1N1CCN(C(=S)Nc2ccc3nc(N4CCOCC4)cc(C)c3c2)CC1
1.18	i	N#Cc1c2ccccc2nc2ccccc12
2.08	i	COc1cc(C(=O)Nc2ccccc2N2CCOCC2)ccc1OCC(=O)N1CCOCC1
0.1	i	COc1cc(/C=N/NC(=O)c2ccc3nc[nH]c3c2)cc(OC)c1OC
-0.6	i	Cc1cc(OCC(=O)N(C)C2CCCCC2)ccc1Cl
-7.99*	i	CC(CCc1ccccc1)NC(=O)CC(C)c1ccccc1 (stereo not given)
0	i	CCOC(=O)NCN1C(=O)C2C3C=CC(C3)C2C1=O (stereo not given)

(cont.)
Kir21 inh	CHT block	Molecule
-0.38	i	Cc1cccc2cc(CN(Cc3ccccc3)C(=O)c3cccc(F)c3)c(Cl)nc12
-1.44	i	Clc1ccc(-c2nnc(CSc3nnc(-c4cccs4)n3Cc3ccccc3)o2)cc1
1.21	i	Cc1sc(N/N=C/c2cccnc2)nc1-c1ccc(Cl)cc1
-1.06	i	O=C(Nc1ccc2oc(-c3cccnc3)nc2c1)c1cc2ccccc2o1
0.69	i	NC(=O)c1ccc(NC(=O)COC(=O)c2c3c(nc4ccccc24)/C(=C\c2cccs2)CCC3)cc1
/	i	Cc1ccc(C(=O)Nc2nc(=O)n(C(=O)c3ccccc3C)s2)cc1
0.71	i	O=C1N=c2ccccc2=C1c1sc(=S)n(CC2CCCO2)c1O (stereo not given)
-0.73	i	Cc1nc(NC(=O)c2ccc(OCC(C)C)cc2)sc1Cc1ccc2c(c1)OCO2

Remaining list, next part:
Kir21 inh	CHT block	Molecule
-1.89	i	O=C1CN(C(=O)c2ccc(F)c(S(=O)(=O)N3CCOCC3)c2)c2ccccc2N1
2.7	i	Cc1ccc(NC(=O)C2CCCN(S(=O)(=O)c3ccc(-n4cnnn4)cc3)C2)cc1 (stereo not given)
-0.45	i	CC(C)C(NS(=O)(=O)c1ccc2c(c1)OCCCO2)C(=O)O (stereo not given)
-2.76	i	O=C(NCC(c1cccs1)N1CCOCC1)c1ccc([N+](=O)[O-])cc1 (stereo not given)
-0.64	i	CSCCC(C(=O)OC1CCOC1=O)N1C(=O)c2ccccc2C1=O (stereo not given)
-2.56	i	O=S(=O)(c1ccc(Nc2ccc(-c3ccc4c(c3)OCCO4)nn2)cc1)N1CCCC1
0.37	i	O=C(CCN1CCN(S(=O)(=O)c2cccc([N+](=O)[O-])c2)CC1)Nc1ccccc1F
-0.76	i	N#Cc1ccc(CSc2ncnc3c2cnn3Cc2ccccc2)cc1

Continuation.
Kir21 inh	CHT block	Molecule
1.46	i	CC(=O)c1cccc(NC(=O)CC2S/C(=N/N=C3CCCCCC3)NC2=O)c1 (stereo not given)
-0.23	i	O=C1CC(Nc2ccc(N3CCOCC3)cc2)C(=O)N1C1CCCCC1 (stereo not given)
0.6	i	CSC(=NC#N)N1CCN(c2c(C)cccc2C)CC1
-3.62	i	O=C(c1ccc([N+](=O)[O-])cc1)N1CCSC1c1cccc(Cl)c1 (stereo not given)
-0.26	i	CSc1nc(Cl)cc(N(CCO)CCO)n1
-0.45	i	CCC1=C(OC(=O)N(CC)CC)N2C(=O)OC(=NCCc3c[nH]c4ccccc34)[C@]2(Cc2ccccc2)[C@H]2C1=CC[C@H]1C(=O)N(CC(=O)OC)C(=O)[C@H]12
0.18	i	COC(=O)C1=C(O)CSC1=Nc1cccc(C(F)(F)F)c1
-0.58	i	Cn1c(=O)cc(OCCCC(=O)NCCCN2CCN(Cc3ccccc3)CC2)c2ccccc21

Carrying on:
Kir21 inh	CHT block	Molecule
0.04	i	COC(=O)c1ccccc1NC(=O)CSc1nnc(-c2cccc(NC(C)=O)c2)n1C
0.3	i	O=C(c1c(F)cccc1F)N1CCC(O)(c2ccc(F)cc2)CC1
-1.72	i	Cc1cccc(NC(=O)c2sc(Cl)nc2-c2ccccc2)c1
-0.73	i	COc1cc(/C=C/C(=O)C2C(=O)C=C(C)OC2=O)cc(OC)c1O (stereo not given)
-0.54	i	Cc1nc([N+](=O)[O-])cn1Cc1cccc([N+](=O)[O-])c1
1.61	i	CCOC(=O)CSc1nc2cc(C)ccc2cc1C#N
-0.69	i	COc1ccc(C(C)=O)cc1CSc1nnc2c(Cl)cc(Cl)cn12
0.79	i	N#CC1(NC(=O)COC(=O)c2ccccc2SCC(=O)N2CCCC2)CCCCC1

(list continues)
Kir21 inh	CHT block	Molecule
-0.84	i	CCCOc1ccc(N)cc1N
-0.22	i	COc1ccc(-n2nc(C(=O)NCC(=O)Nc3cc(OC)c(OC)c(OC)c3)c3ccccc3c2=O)cc1
-0.04	i	COc1cc(/C=C2\SC(=S)N(CCC(=O)N3CCCCC3)C2=O)cc(OC)c1OC
1.17	i	COc1ccc2[nH]c3c(c2c1)CN(C)CC3
1.12	i	CN(C)Cc1ccc(F)cc1Sc1ccc(Cl)cc1Cl
-0.9	i	CC(C)CN(CC(C)C)C(=O)Nc1cccc([N+](=O)[O-])c1
-0.36	i	Cc1cc2nccc(-c3ccccn3)n2n1
0.93	i	CCC1c2ccc(C)n2CCN1C(=O)Nc1ccccc1OC (stereo not given)

The closing 4 entries of the part before lead into the next.
Kir21 inh	CHT block	Molecule
1.12	i	CN(C)Cc1ccc(F)cc1Sc1ccc(Cl)cc1Cl
-0.9	i	CC(C)CN(CC(C)C)C(=O)Nc1cccc([N+](=O)[O-])c1
-0.36	i	Cc1cc2nccc(-c3ccccn3)n2n1
0.93	i	CCC1c2ccc(C)n2CCN1C(=O)Nc1ccccc1OC (stereo not given)
0.08	i	CCOC(=O)N1CCC(NC(=O)C2CCN(C(=O)N3CC(C)Oc4ccccc43)CC2)CC1 (stereo not given)
-1.92	i	Cc1ccc(C)c(NS(=O)(=O)c2ccc(-c3coc(C)n3)cc2)c1
0.9	i	CCOc1cc(/C=N/NC(=O)c2cccnc2)ccc1O
-0.78	i	COc1ccc(-n2nnc3c(=O)n(CC(=O)N4CCCc5ccccc54)cnc32)cc1
1.74	i	Cc1cc(C(F)(F)F)nn1CC(=O)Nc1cccnc1
1.79	i	O=C(Cc1ccccc1C(=O)O)Nc1cccc2ccccc12
0.14	i	CC(C)Oc1ccc(C(=O)NC2(C(F)(F)F)N=C3SCCN3C2=O)cc1 (stereo not given)
1.32	i	Cc1cccc(C)c1NC(=O)C(c1cccs1)N(Cc1ccco1)C(=O)Cn1nnc2ccccc21 (stereo not given)

Additional structures follow:
Kir21 inh	CHT block	Molecule
-0.71	i	Cc1ccccc1NC(=O)c1ccc(NS(=O)(=O)c2cc(C(C)(C)C)cc(C)c2C)cc1
0.77	i	O=C(Nc1ccc(Br)cc1)c1ccc(Br)c(S(=O)(=O)Nc2cccnc2)c1
1.01	i	CCn1c(CNC(=O)COC)nc2ccccc21
-0.41	i	COc1ccccc1NC(=O)CN1CCC(n2nnc3cc(F)ccc32)CC1
1.31	i	COC(=O)CSc1nnc(-c2cccnc2)o1
1.04	i	CS(=O)(=O)Nc1ccc(C(=O)Nc2cccc([N+](=O)[O-])c2)cc1
/	i	CCC(/C=C1\Sc2ccc(OC)cc2N1CCO)=C\c1sc2ccc(OC)cc2[n+]1CCO
0.81	i	N/C(=N\OC(=O)c1ccccc1F)c1ccc([N+](=O)[O-])cc1

Additional results:
Kir21 inh	CHT block	Molecule
-1.87	i	CCOc1ccccc1OCCOc1ccccc1CC
1.13	i	CC1(C)Cc2c(c(N3CCCC3)[nH]c(=S)c2C#N)CO1
-0.69	i	COc1cc(OC)c(OC)cc1/C=C1\Oc2cc(OCC(=O)N3Cc4ccccc4C[C@H]3C(=O)O)ccc2C1=O
0.17	i	CCN(Cc1ccccc1)C1CCN(Cc2ccccc2)CC1
-0.41	i	Cc1cccc(NC(=O)c2cc(-c3cc(C)c(C)cc3O)n[nH]2)c1
-0.44	i	COc1cccc(N2CCN(C(=O)c3ccc4nc(N5CCC(C)CC5)sc4c3)CC2)c1
0.92	i	Cc1cc(C(=O)OCC(=O)Nc2c(Cl)cccc2C(F)(F)F)c(C)o1
2.24	i	C/C(CC(=O)Nc1ccc(Cl)cc1Cl)=N\NC(=O)C(=O)N1CCCC1

Next part
Kir21 inh	CHT block	Molecule
0.03	i	CCOc1ccc(S(=O)(=O)NCCC(=O)N(CC)CC(=O)Nc2c(F)cccc2F)cc1
1.83	i	CCOc1ccc(/C=C(\C(=O)O)c2ccc(S(=O)(=O)N3CCOCC3)s2)cc1OC
1.08	i	O=C(CSc1nnc2n(C3CCCC3)c(=O)c3ccccc3n12)N1CCCCCC1
-0.44	i	CCN1CCN(c2ncnc3c2nnn3Cc2ccccc2)CC1
-3.11	i	CCOc1ccc(-c2cc(C(=O)NCCCn3ccnc3)c3ccccc3n2)cc1
-0.09	i	CC(C)C(NC(=O)C12CC3CC(CC(C3)C1)C2)C(=O)N/N=C/C1=C(N2CCOCC2)C(=C\c2ccc([N+](=O)[O-])cc2)/CC1 (stereo not given)
-0.19	i	COCc1ccc(C(=O)N2CCCCC2C(=O)Nc2ccc(-n3nc(C)cc3C)cc2)o1 (stereo not given)
-1.47	i	CCC(=O)Nc1c(S(=O)(=O)c2ccccc2)c2nc3ccccc3nc2n1C(C)c1ccccc1 (stereo not given)

The list continues.
Kir21 inh	CHT block	Molecule
0.01	i	Clc1nc2nc3n(c2nc1Cl)CCC3
-1.63	i	C/C(=N\NC(=O)C(=O)Nc1c(C)n(C)n(-c2ccccc2)c1=O)c1ccc(Cl)s1
1.2	i	CCN(CC)CCN(C(=O)c1ccc(C(=O)c2ccccc2)cc1)c1nc2ccc(OC)cc2s1
/	i	CCOc1ccc(-c2nc(N)nc(C)c2-c2ccc(OC)c(OC)c2)c(O)c1
-0.64	i	CC(C)c1ccc(N(CCc2ccccn2)C(=O)C(C)(C)C)cc1
0	i	CCOC(=O)C1=C(COC(=O)/C=C/c2ccccc2Cl)NC(=O)NC1C (stereo not given)
-0.47	i	CCc1ccc2oc(=O)cc(CN3CCC(C)CC3)c2c1
-0.61	i	Clc1ccccc1Cc1noc(CN2CCCCC2CCc2ccccn2)n1 (stereo not given)

(list continues)
Kir21 inh	CHT block	Molecule
0.52	i	O=C(NC1CCCN(c2ccc(C(F)(F)F)cn2)C1)c1ccncc1 (stereo not given)
1.19	i	CC(=O)c1ccc(OCCCC(=O)N2CCN(S(=O)(=O)c3ccc(C(C)C)cc3)CC2)cc1
-1.25	i	O=C1CN(C(=O)COC(=O)c2ccc[n+]([O-])c2)c2ccccc2N1
-0.09	i	CSCCCNC(=S)Nc1ccc(N2CCOCC2)cc1
1.61	i	Cc1cc(N2C(=O)C(=O)/C(=C(/O)c3ccccc3)C2c2cccc(Br)c2)no1 (stereo not given)
0.01	i	Cc1cccc(C)c1NS(=O)(=O)c1cc2c3c(c1)CC(=O)N3CCC2
-0.13	i	CC(=O)Nc1cccc(NC(=S)Nc2ccc(F)c(Cl)c2)c1
-0.08	i	COc1cccc(CNn2cn[nH]c2=S)c1OCc1ccccc1

Next section.
Kir21 inh	CHT block	Molecule
0.23	i	Cc1cc(C)c2[nH]c(=O)c(C(c3nnnn3Cc3ccc4c(c3)OCO4)N3CCCCC3)cc2c1 (stereo not given)
-0.68	i	CC(=O)OCC1(C)CN(c2ccccc2)N(C(=O)c2ccc(F)cc2)C1=O (stereo not given)
-2.19	i	CCC1Oc2ccc(C)cc2N(CC(=O)N(Cc2ccc(C)o2)C2CC(C)(C)NC(C)(C)C2)C1=O (stereo not given)
0.47	i	Cc1cc(C)c2nc(N3CCCC(C(=O)NCCN4CCOCC4)C3)sc2c1 (stereo not given)
-0.63	i	CCCOc1ccc(CNC(=O)C2CCN(C(=O)N3CCOc4ccccc43)CC2)cc1
-0.09	i	COc1ccc(-c2nnn(CC(=O)NCc3ccccc3)n2)cc1OC
-0.2	i	N#Cc1cnn2ccn(C3OC(CO)C(O)C3O)c12 (stereo not given)
2.5	i	COc1ccccc1CC(NC(C)=O)C(=O)NC1CCN(C(=O)Nc2ccccc2C)CC1 (stereo not given)
0.06	i	CC(C)N(C(=O)NC(=O)Nc1ccc(S(=O)(=O)N2CCCC2)cc1)S(C)(=O)=O
1.14	i	CC(=O)Oc1ccc2c3c(c(=O)oc2c1C)CCCC3
2.83	i	N#Cc1nn(-c2ccccc2)nc1N1CCCCC1
